Pol kappa inh = DNA polymerase kappa (human) inhibition; Q9UBT6; purified Pol kappa, fluorescent DNA synthesis assay, 10 min; 400,000 tested, 0.53% active; Potency, µM (top dose mostly 107 µM), for the others: at the top dose activity, negative = inhibition, most hits filed as inhibitors; AID 588579; further: potency means the concentration at half of the fitted maximal effect; on the % scale 0 is the no-effect control and ±100 the full control effect
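10 nM Pol kappa preincubated 15 min at room temperature with compounds, then reaction started with substrate at 50 nM final. Fluorescence read kinetically at 0 and 10 min; buffer-only wells served as negative control.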
APE1 inh = APE1 (human) endonuclease inhibition; recombinant APE1, TAMRA/BHQ-2 abasic DNA cleavage fluorescence; Potency, µM (highest dose often 65.8 µM), for the others: at the top dose activity change, negative = inhibition, actives largely listed as inhibitors; 350,000 tested, 0.35% active; AID 2517;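 further: potency means the concentration at half of the fitted maximal effect; plate controls were vehicle for no effect and reference inhibitor for full effect; nearly all actives have a fitted effect of over 55% in size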
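Activity was derived from the fluorescence gain between first and third kinetic reads (60 s intervals, ex 525/em 598 nm) after 50 nM THF-abasic TAMRA/BHQ-2 duplex was added to 0.75 nM APE1 preincubated 15 min with compound.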
Anesthetic bind = binds horse apoferritin like a general anesthetic | AID 485281 | 350,000 tested, 0.074% active | apoferritin/1-aminoanthracene competitive binding, fluorescence | Potency, µM (doses to about 77.5 µM), without a hit: at the top dose activity change, negative = displacement, most hits filed as inhibitors | P02791; further: potency means the concentration at half of the fitted maximal effect; on the % scale 0 is the no-effect control and ±100 the full control effect; nearly all actives have a fitted effect of over 20% in size
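Concentration-response curves derived by four-parameter Hill fitting of normalized fluorescence, where compounds displaced 1-AMA from 10 uM horse apoferritin following a brief 10 min room-temperature incubation; propofol titration acted as positive control.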
Pol iota inh = blocks human DNA polymerase iota activity; Q9UNA4; Pol iota fluorescent replication assay, 10 min; Potency, µM (titrated, usually from 115 µM), without a hit: top-dose activity, negative = inhibition, actives largely listed as inhibitors; 390,000 tested, 1% active; AID 588590; further: potency means the concentration at half of the fitted maximal effect
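Pol iota at 10 nM preincubated 15 min with compounds at room temperature; reaction started with fluorescent substrate, 50 nM final. Fluorescence read kinetically at 0 and 10 min; buffer-only wells as negative control.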
Pol beta inh = DNA polymerase beta (human) inhibition; Potency, µM (doses to about 114 µM), for inactives: at the highest dose activity change, negative = inhibition, most hits filed as inhibitors; P06746; 340,000 tested, 1.3% active; Pol beta primer extension/strand displacement, fluorescence kinetic; further: potency means the concentration at half of the fitted maximal effect; on the % scale 0 is the no-effect control and ±100 the full control effect
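Enzyme-only controls used 10 nM Pol beta; buffer lacking enzyme served as negative control. Compound preincubated 15 min, then 50 nM substrate added; 0 and 10 min reads at room temperature.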
LDHA inh = LDHA (human) enzyme inhibition; P00338; purified LDHA, NADH/diaphorase-resazurin fluorescence; active compounds read low; activity change, % (values are at about 110 or 230 µM); 480,000 tested, 0.15% active; AID 1347041; in the data active means activity change below about -30%; inconclusive means mostly about -25% to -30%;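 further: plate controls were DMSO wells for no effect and wells without enzyme for full effect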
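LDH5 2 nM; NADH 0.06 mM, pyruvate 0.2 mM; 200 mM Tris pH 7.4, EDTA, Tween-20; 5 min RT. Detection: diaphorase 0.133 mg/mL + resazurin 37 µM, fluorescence ex540/em590 at 0 and 20 min; normalized to enzyme-free and DMSO wells.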
Glioma ERSR ind = inducers of ER stress response in human glioma cells; U87-MG GRP78 promoter luciferase reporter, 16 h; Potency, µM, without a hit: top-dose activation, usual class: activators; 420,000 tested, 0.02% active; AID 602332; further: potency means the concentration at half of the fitted maximal effect; series mostly up to about 76 µM; % of control where 0% means no effect; nearly all actives have a fitted effect of over 35% in size
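ERSR induction read as luciferase luminescence (Bright-Glo, 10 min at room temperature) in stably transfected human U87-MG glioma cells exposed to compounds for 16 h, using GRP78 as sensor.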
POLH inh = blocks human DNA polymerase eta activity; recombinant Pol eta, fluorescent DNA replication assay; 390,000 tested, 1.2% active; AID 588591; Potency, µM (highest dose often 114 µM), for inactives: top-dose activity change, negative = inhibition, most hits filed as inhibitors; Q9Y253; further: potency means the concentration at half of the fitted maximal effect; on the % scale 0 is the no-effect control and ±100 the full control effect
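Pol eta at 10 nM preincubated with compounds 15 min at room temperature; reaction started with fluorescent substrate (50 nM final) and read kinetically at 0 and 10 min.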
BLM inh = blocks DNA unwinding by human BLM helicase. P54132. recombinant BLM DNA unwinding, fluorescence dequenching. Potency, µM (highest dose often 56.1 µM), for the others: top-dose activity change, negative = inhibition, hits mostly inhibitors. 350,000 tested, 0.2% active. AID 2528;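 further: potency means the concentration at half of the fitted maximal effect; plate controls were vehicle for no effect and no enzyme for full effect; nearly all actives have a fitted effect of over 35% in size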
Target sequence (P54132 whole entry, looked up): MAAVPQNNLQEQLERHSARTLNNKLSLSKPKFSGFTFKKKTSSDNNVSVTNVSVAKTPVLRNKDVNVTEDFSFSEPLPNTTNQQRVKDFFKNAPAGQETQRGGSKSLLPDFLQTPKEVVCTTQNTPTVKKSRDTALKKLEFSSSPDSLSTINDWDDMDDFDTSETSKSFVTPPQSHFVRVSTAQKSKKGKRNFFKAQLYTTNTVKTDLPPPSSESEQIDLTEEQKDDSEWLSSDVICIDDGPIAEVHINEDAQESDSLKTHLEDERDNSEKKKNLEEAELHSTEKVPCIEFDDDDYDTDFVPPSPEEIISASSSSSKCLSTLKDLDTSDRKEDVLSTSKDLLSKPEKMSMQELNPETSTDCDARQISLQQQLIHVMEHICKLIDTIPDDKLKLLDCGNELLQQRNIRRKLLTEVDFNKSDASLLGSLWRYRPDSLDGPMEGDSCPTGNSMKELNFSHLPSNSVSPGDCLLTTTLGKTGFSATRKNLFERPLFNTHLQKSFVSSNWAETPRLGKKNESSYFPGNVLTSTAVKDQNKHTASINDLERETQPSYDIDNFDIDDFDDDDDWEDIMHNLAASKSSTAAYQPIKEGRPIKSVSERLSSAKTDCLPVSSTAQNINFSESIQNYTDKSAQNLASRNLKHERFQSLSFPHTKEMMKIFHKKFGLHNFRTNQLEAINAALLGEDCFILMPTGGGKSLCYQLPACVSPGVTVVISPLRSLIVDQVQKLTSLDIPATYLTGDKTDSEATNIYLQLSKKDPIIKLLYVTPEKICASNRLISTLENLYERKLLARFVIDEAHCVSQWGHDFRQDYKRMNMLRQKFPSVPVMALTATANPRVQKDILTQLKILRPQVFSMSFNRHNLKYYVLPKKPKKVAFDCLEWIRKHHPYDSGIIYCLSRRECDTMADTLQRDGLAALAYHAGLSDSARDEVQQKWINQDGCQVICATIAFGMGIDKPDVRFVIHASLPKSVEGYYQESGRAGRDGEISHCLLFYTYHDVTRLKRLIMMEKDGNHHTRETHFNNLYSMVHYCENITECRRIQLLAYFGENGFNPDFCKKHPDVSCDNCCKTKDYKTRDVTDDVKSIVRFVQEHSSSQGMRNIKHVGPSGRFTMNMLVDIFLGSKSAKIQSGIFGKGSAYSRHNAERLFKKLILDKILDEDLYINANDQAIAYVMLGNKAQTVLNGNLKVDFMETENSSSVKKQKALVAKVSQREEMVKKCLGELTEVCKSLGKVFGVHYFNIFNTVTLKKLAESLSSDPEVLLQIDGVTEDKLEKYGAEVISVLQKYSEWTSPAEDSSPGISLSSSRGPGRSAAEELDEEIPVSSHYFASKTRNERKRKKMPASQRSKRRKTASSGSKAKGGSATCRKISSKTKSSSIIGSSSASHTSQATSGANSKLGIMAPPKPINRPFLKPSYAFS
An asterisk follows results filed as active; ? = inconclusive; · = no result given; & = joins results of further samples; [ ] = dose if it differs, or a comment. Unless noted, the call rests on the fitted dose curve; in most records, active means well fitted curve in the direction sought with a large enough effect; inconclusive means small, poorly fitted or top-dose-only effect, or another doubt; inactive means no such curve, though single readings can be large; an effect the other way counts as inactive or inconclusive.

canonical_smiles | APE1 inh | Pol iota inh | Glioma ERSR ind | Anesthetic bind | BLM inh | Pol kappa inh | LDHA inh | Pol beta inh | POLH inh
Cc1cccc(N(C(=O)c2csnn2)C(C(=O)NC2CCCC2)c2ccncc2)c1 (stereo unspecified) | 0% | 87%[activator] | -1% | 1% | 2% | -18% | -3 | 4% | 1%
Cc1cc(O)c(S(=O)(=O)c2ccccc2)c(C)c1NS(=O)(=O)c1ccccc1 | -17% | ? | 0% | -8% | -1% | ? | -3 | ? | -4%
COc1ccc(C(=O)NCC(=O)OCC(=O)NC23CC4CC(CC(C4)C2)C3)cc1 | -6% | 5% | -3% | · | · | -4% | -1 | · | -19%
COc1cccc(C(=O)NC2CC3CCCC(C2)N3Cc2ccc(C)cc2)c1 (stereo unspecified) | 23% | 10% | 1% | 18% | 2% | -3% | -7 | 2% | -4%
COc1ccc(NC(=O)c2[nH]c(C)c(C(C)=O)c2C)cc1Cl | -3% | -9% | 10% | -19% | 7% | -13% | -1 | -3% | -22%
COCCN(CC(=O)NCc1ccccc1)C(=O)CCC(=O)Nc1ccccn1 | 9% | 6% | -1% | 4% | -4% | -6% | -3 | 7% | -9%
COc1ccc(OC)c(CNC(=O)c2ccc(-c3nc(CSc4ccccc4)c(C)o3)cc2)c1 | · | -10% | -1% | 45%[activator] | -9% | -6% | -6 | 3% | -9%
NC(=O)CC(NC(=O)Cc1ccc(Br)cc1)c1ccc(NCC2CC2)c([N+](=O)[O-])c1 (stereo unspecified) | 19% | -8% | -4% | -5% | -3% | 8% | -1 | 5% | 0%
Cc1ccc(C(=O)Cn2c(C(=O)/C=C/c3ccccc3)nc3ccccc32)cc1 | -12% | 7% | -5% | -12% | 1% | -17% | -8 | 4% | 0%
CCOC(=O)[C@H]1[C@H]2COc3cc(OC)ccc3[C@@H]2N2C(=O)c3c(C)cc(C)cc3NC(=O)[C@@]12C | -2% | -13% | -5% | · | · | -13% | 2 | · | -10%
CC(C)CC(=O)Nc1nnc(-c2ccco2)s1 | 1% | -2% | 7% | -10% | -4% | -5% | -1 | -4% | -5%
O=C(Nc1cccc(Cl)c1)c1cc(S(=O)(=O)N2CCCc3ccccc32)ccc1F | · | -13% | 0% | 1% | -7% | -11%[60.1 µM] | 2 | -25% | -10%
COc1ccc(-c2cc(-c3nc(-c4cc(OC)c(OC)c(OC)c4)no3)[nH]n2)c(OC)c1 | · | 27% | 3% | 3% | -4% | -16% | 0 | -28% | -12%
Cc1c(O[C@@H]2O[C@H](CO)[C@@H](O)[C@H](O)[C@H]2O)c(CO)c(O[C@@H]2O[C@H](CO)[C@@H](O)[C@H](O)[C@H]2O)c2c1O[C@@H](c1ccccc1)C[C@@H]2O | 4% | -25% | -3% | · | · | -2% | 1 | · | -14%
CCc1c(C)nc2ncnn2c1N1CCCC(C(=O)NCc2cccs2)C1 (stereo unspecified) | -2% | 156%[activator] | -2% | -9% | -19% | -11% | -10 | -20% | -19%
COC(=O)C1=C(C)NC(=O)NC1c1ccsc1 (stereo unspecified) | 14% | 8% | -5% | -8% | -1% | -4% | 3 | 23% | -10%
CC(C)Oc1ccc(/C(O)=C2/C(=O)C(=O)N(CCN3CCOCC3)C2c2ccccc2)cc1 (stereo unspecified) | 11% | 16% | 3% | -6% | -3% | -4% | -4 | -14% | -17%
CCn1nc(NC(=O)c2cccnc2)c2cc3cccc(C)c3nc21 | -2% | ? | -5% | -2% | -7% | 12% | -4 | ? | -6%
c1ccc(NCCc2ccccn2)cc1 | · | 8% | 2% | · | · | 5% | -2 | · | -10%
CC#CCN(Cc1ccco1)C(=O)c1ccc(OC2CCN(Cc3ccccn3)CC2)cc1 | 13% | 10% | -6% | -12% | -7% | -1% | -2 | 11% | -13%
Cc1occc1C(=O)n1nnc2ccccc21 | 23% | -7% | -3% | -16% | -2% | 7% | -4 | -15% | ?
O=S(=O)(c1ccc(-c2cnc(C3CC3)o2)cc1)N1CCN(c2ccccc2)CC1 | -23% | -16%&-2% | -4%&0% | -11%&-6% | -11%&-13% | 1% | 1&-7 | -6%&-18% | -14%&-11%
COCCN1CC(=O)N2C(c3cccc(C)c3)c3[nH]c4ccccc4c3C[C@H]2C1=O (stereo partly specified) | 5% | -12% | -12% | 1% | -4% | -1% | 0 | 20% | -10%
COC(=O)c1ccccc1NC(=O)c1nc2nc(C)cc(C)n2n1 | 6% | ? | 1% | -10% | 3% | -14% | -1 | 11% | ?
COc1ccc(-c2nnn(CC(=O)N(CCO)C(C(=O)NC3CCCC3)c3ccc(F)cc3)n2)cc1 (stereo unspecified) | -5% | 25% | -4% | -6% | -4% | 4% | -5 | -19% | -10%
Cn1ccc(C(=O)NC(=S)Nc2ccc([N+](=O)[O-])cc2O)n1 | 41%[activator] | -2% | -3% | 0% | 0% | 8% | -2 | 41% | -12%
O=C(O)Cc1cccc2ccccc12 | 1%&-6% | 41%[activator] | -5%&-1%&-4% | · | 5% | -27% | 2 | · | 0%
CC(C)NC(=S)NC(c1ccccc1)(c1ccccc1)c1ccccc1 | -11% | 8% | -3% | 79%[activator] | -2% | -6% | 4 | 1% | -8%
CC(Nc1n[nH]c(=S)[nH]c1=O)C(=O)OCc1ccccc1 (stereo unspecified) | 0% | ? | -2% | -17% | -4% | -9% | -2 | 5% | -4%
CCOC(=O)N1CCN(S(=O)(=O)c2ccc3c(c2)CCN3C(=O)C2CCC2)CC1 | 2% | -4% | -4% | 4% | -3% | -13% | -5 | -24% | -13%
Cc1nnc(NC(=O)CSc2nc(C3CCCCC3)nc3ccccc23)s1 | -2% | 33%[activator] | 0% | 0% | 2% | -4%[60.1 µM] | -1 | -11% | -9%
Cc1ccc(-n2nc3ccc(N)cc3n2)cc1Cl | -7% | 78%[activator] | -10% | 78%[activator] | -9% | -12% | 22 | 50% | 5%
Cc1cc(C)c2c(=O)[nH]c(SCC(=O)c3ccc(C)c(C)c3)nc2n1 | 10% | 82%[activator] | 1% | ? | -9% | -9% | 7&-7 | 18µM* | -11%
CCOC(=O)c1ccc(NC(=S)NC(=O)c2cncc(Br)c2)cc1 | 20% | 59%[activator] | -1% | 7% | -4% | -2% | -3 | -17% | -18%
COc1ccc(NC(=O)c2cccc(NS(=O)(=O)c3ccccc3)c2)cc1 | 6% | 22% | 0% | ? | -5% | 7% | -2 | -14% | -5%
COCCNC(=O)c1ccc2nc(Cc3ccccc3)oc2c1 | · | 20% | 11% | 2% | -1% | -5%[60.1 µM] | -9 | 34% | -11%
Cc1cc(C)n2ncc(/C(N)=N/OC(=O)c3ccccc3F)c2n1 | -2% | ? | -2% | 33%[activator] | 4% | 4% | 2 | 0% | -11%
Cc1ccc(C(=O)NNC(=O)c2ccco2)cc1 | ? | -9% | -1% | -6% | 3% | -7% | -6 | -1% | -4%
CCOC(=O)Nc1ccc2c(c1)OCO2 | 2% | 27% | -2% | -19% | -2% | -6% | -3 | 3% | -2%
Cc1cnn(C(=O)Cn2nc(C(F)F)c(Br)c2C)c1 | 24% | 9% | -4% | · | · | 5% | -7 | · | 1%
O=C(OCC1CCCO1)c1ccc2c(c1)N(Cc1cccc(Cl)c1)C(=O)c1ccccc1S2(=O)=O (stereo unspecified) | · | 10% | -4% | ? | -6% | -1% | 0 | 1% | -21%
CC/C(=N/Nc1cccc(C)c1)c1cnnc(SC)n1 | 0% | 13% | -2% | -11% | -14% | -19% | 2 | ? | ?
COc1ccc(C(CNC(=O)c2ccc(S(=O)(=O)N(C)C)cc2)N2CCCCC2)cc1 (stereo unspecified) | -4% | 84%[activator] | -6% | -10% | -1% | -4% | -7 | 7% | 4%
C[C@H](CO)N1C[C@H](C)[C@@H](CN(C)Cc2ccncc2)Oc2c(NS(=O)(=O)c3ccc(F)cc3)cccc2C1=O | 20% | 10% | -1% | · | · | 3% | 3 | · | -16%
c1ccc(-c2noc(CN3CCc4sccc4C3)n2)cc1 | 0% | 76%[activator] | 1% | -14% | -2% | 0% | 1 | -10% | -16%
COc1cc(/C=C(\C#N)C(=O)N2CCOCC2)cc(Br)c1O | -5% | 5% | 6% | 0% | -9% | -7% | 1 | 0% | -18%
O=C(C[C@@H]1C/C=C\C[C@H](NC(=O)OCC2c3ccccc3-c3ccccc32)C(=O)OC[C@H]2CCCN2C1=O)NCCO | 11µM* | -6% | 2% | · | · | -27% | 0 | · | -5%
Cc1ccc(-n2c3c(c(=O)[nH]c2=O)C(NS(=O)(=O)c2ccc(C)cc2)(C(F)(F)F)C(=O)N3)cc1 (stereo unspecified) | 1% | 0%&11% | -3%&1% | -8%&-5% | -2%&-2% | 2%&2% | -5&0 | 5%&60% | -4%&-12%
COc1cc(OC)cc(C(=O)Nc2ccc(-c3nc4ccccc4o3)cc2)c1 | 9% | 5% | 2% | 1% | -3% | -5% | -2 | 29% | -8%
CCN(C(=O)C1CCCO1)c1ccccc1 (stereo unspecified) | 24% | -11% | 0% | -4% | -4% | -10% | -1 | 2% | -8%

Profiles, looked up by structure:
COc1cc(/C=C(\C#N)C(=O)N2CCOCC2)cc(Br)c1O in the list: APE1 inh: -5%; Pol iota inh: 5%; Glioma ERSR ind: 6%; Anesthetic bind: 0%; BLM inh: -9%; Pol kappa inh: -7%; LDHA inh: 1; Pol beta inh: 0%; POLH inh: -18%
c1ccc(-c2noc(CN3CCc4sccc4C3)n2)cc1 in the list: APE1 inh: 0%; Pol iota inh: 76%[activator]; Glioma ERSR ind: 1%; Anesthetic bind: -14%; BLM inh: -2%; Pol kappa inh: 0%; LDHA inh: 1; Pol beta inh: -10%; POLH inh: -16%

High-throughput results from PubChem.

Only part of the results is shown. The share of hits here may be higher or lower than overall.
